GRIN3A LBD mod: NR3A (human) ligand-binding domain modulation; NR3A LBD differential scanning fluorimetry, Tm shift; 0% = protein alone, 100% = glycine-bound protein; Tm shift relative to glycine control, % at 25 µM; actives 2.5% (n = 340,000);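 active means melting temperature shift of at least 10% of the positive control shift, at one fixed dose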
A3A deaminase: blocks human APOBEC3A ssDNA deamination; P31941; recombinant A3A, FAM/TAMRA ssDNA deamination fluorescence; inhibition, % at 20 µM; actives 0.41% (n = 330,000); AID 493011;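 active means at least 40% inhibition at 20 µM here, with at most 30% in a related deaminase screen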;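 further: plate controls were A3A with DMSO for no effect and wells lacking A3A enzyme for full effect; some results filed as inactive read as strong as hits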
Target sequence (P31941 whole entry, looked up): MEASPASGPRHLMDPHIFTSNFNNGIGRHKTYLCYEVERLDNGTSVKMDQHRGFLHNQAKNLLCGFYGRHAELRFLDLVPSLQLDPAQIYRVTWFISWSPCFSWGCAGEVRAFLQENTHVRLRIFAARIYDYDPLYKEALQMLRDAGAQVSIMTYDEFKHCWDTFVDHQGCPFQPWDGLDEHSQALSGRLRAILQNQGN
hIAP inh: human IAP inhibition. inhibition, % at 10 µM. P09923. purified IAP, CDP-Star luminescence, 30 min. actives 0.12% (n = 330,000);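 active means inhibition reaching a set limit with compound at 10 µM in the primary screen, cut at about 35% in these data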;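 further: plate controls were DMSO wells with enzyme for no effect and no-enzyme buffer wells for full effect; values of inactives mirror those of a sister screen read the other way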
Target sequence (P09923 whole entry, looked up): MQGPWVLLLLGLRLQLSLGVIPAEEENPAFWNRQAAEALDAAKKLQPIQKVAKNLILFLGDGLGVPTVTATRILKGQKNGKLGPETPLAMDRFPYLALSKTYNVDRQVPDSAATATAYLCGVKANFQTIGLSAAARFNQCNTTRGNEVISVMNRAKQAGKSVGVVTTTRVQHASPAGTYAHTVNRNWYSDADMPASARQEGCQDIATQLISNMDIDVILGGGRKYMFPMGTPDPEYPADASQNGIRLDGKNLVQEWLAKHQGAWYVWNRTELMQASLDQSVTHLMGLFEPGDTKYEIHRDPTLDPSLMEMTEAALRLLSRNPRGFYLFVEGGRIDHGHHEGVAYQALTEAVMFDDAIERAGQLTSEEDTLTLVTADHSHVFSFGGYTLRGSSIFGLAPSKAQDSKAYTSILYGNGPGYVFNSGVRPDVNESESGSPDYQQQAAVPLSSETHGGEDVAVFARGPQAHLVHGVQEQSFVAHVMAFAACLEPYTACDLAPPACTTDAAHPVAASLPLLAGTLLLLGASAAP
MPTP inh: blocks calcium-induced mitochondrial swelling; actives 1.4% (n = 360,000); isolated mouse mitochondria, Ca2+ swelling absorbance, 30 min; inhibition, % at 10 µM; AID 602449;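 active means inhibition of 50% or more, scaled per plate between neutral and stimulator controls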;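 further: 0% = DMSO wells given calcium and 100% = 1 mM EGTA wells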
A3G deaminase: APOBEC3G (human) deaminase inhibition. actives 0.28% (n = 330,000). AID 493012. inhibition, % at 20 µM. Q9HC16. recombinant A3G, ssDNA deamination FAM/TAMRA fluorescence;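 active means inhibition of at least 40% at 20 µM, with no more than 30% in the related APOBEC3A deaminase screen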;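 further: plate controls were DMSO wells with A3G for no effect and wells lacking A3G enzyme for full effect; some compounds called inactive have numbers as strong as hits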
Target sequence (Q9HC16 whole entry, looked up): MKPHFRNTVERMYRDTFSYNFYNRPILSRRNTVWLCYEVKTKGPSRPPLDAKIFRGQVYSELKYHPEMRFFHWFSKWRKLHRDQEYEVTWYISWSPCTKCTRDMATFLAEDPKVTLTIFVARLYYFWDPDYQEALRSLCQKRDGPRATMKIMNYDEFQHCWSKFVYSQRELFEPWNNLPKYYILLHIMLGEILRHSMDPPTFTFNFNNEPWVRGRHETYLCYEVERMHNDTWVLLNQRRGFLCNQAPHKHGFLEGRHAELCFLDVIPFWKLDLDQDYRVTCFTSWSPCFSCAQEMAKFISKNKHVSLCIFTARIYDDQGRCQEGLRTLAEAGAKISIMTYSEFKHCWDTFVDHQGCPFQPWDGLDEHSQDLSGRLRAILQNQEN
mIAP block: blocks mouse intestinal alkaline phosphatase; purified mouse IAP, CDP-Star luminescence, 30 min; inhibition, % at 10 µM; actives 0.2% (n = 330,000); AID 2806;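 active means inhibition of at least 40% at 10 µM in the primary screen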;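 further: plate controls were DMSO with enzyme for no effect and no enzyme wells for full effect; values of inactives mirror those of a sister screen read the other way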
hIAP act: human IAP activation; P09923; purified human IAP, CDP-Star luminescence, 30 min; stronger effect = higher value; 1 = vehicle-only enzyme, 0 = enzyme-free background; activation factor at 10 µM; actives 0.16% (n = 330,000); AID 2524;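 active means activation factor of the enzyme at least 2-fold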; further: the source names both 10 and 20 µM as test concentration; values of inactives mirror those of a sister screen read the other way
mIAP activ: increases mouse intestinal alkaline phosphatase activity; muIAP, CDP-Star luminescence, 30 min; stronger effect = higher value; 1 = vehicle-only enzyme signal, 0 = enzyme-free wells; activation factor at 10 µM; actives 0.24% (n = 330,000);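 active means activation factor of at least 2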; further: the source names both 10 and 20 µM as test concentration; values of inactives mirror those of a sister screen read the other way
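Assay system: mouse IAP enzyme; reagent: chemiluminescent substrate CDP-Star; dosing: test compounds delivered from DMSO solution; schedule: 30 min at room temperature; measured by: luminescence from enzymatic CDP-Star hydrolysis; controls: DMSO-only wells and no-enzyme negative control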
MIN6 prolif: induces beta-cell replication in MIN6 cells; actives 0.29% (n = 330,000); MIN6 cells proliferation, ATPlite luminescence, 48 h; cells starved in 0.2% serum; 100% = growth in 10% serum; AID 2380; proliferation, % at 10 µM;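 active means compounds whose signal lies at least 3.5 SD above the mean of all wells on their plate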;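 further: 0% = DMSO-treated cells in low-serum medium and 100% = 10% serum control; some compounds called inactive have numbers as strong as hits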
Starred values were filed as active, the others as inactive; / = not tested or not shown.

SMILES	GRIN3A LBD mod	A3A deaminase	hIAP inh	MPTP inh	A3G deaminase	mIAP block	hIAP act	mIAP activ	MIN6 prolif
CCN(Cc1nc2ccccc2c(=O)[nH]1)C(=O)c1cc2c(s1)CCCCC2	-3	-3	-10	1.3	-1	1	1.1	0.99	-3
ClC1(Cl)CC1Cn1cnc2ccccc21 (centres undefined)	0	-4	6	1.1	-5	-3	0.94	1	-1
CCc1ccc(NC(=O)C(NS(=O)(=O)c2cccc3nsnc23)c2ccccc2)cc1 (centres undefined)	-4	-7	-9	4.4	-9	-2	1.1	1	-2
CSc1ncccc1C(=O)OCC(=O)NC(C)CCc1ccccc1 (centres undefined)	2	3	-5	-0.5	-7	3	1.1	0.97	3
Cc1cc(C)nc(CCNC(=O)C2CCC(=O)N(Cc3ccccc3F)C2)n1 (centres undefined)	-1	-1	-26	-2.5	0	-1	1.3	1	0
COc1ccc(/C=C/C(O)=C2/C(=O)N(C)C3(C)CC2c2ccccc2O3)cc1 (centres undefined)	4	-1	11	1.6	-1	11	0.89	0.89	-4
COc1ccccc1NS(=O)(=O)c1cc(NC(=O)CCc2nc3ccccc3c(=O)[nH]2)ccc1C	-1	1	-2	-0.6	-4	1	1	0.99	-4
O=C(CN1CCN(c2ccccc2)CC1)Nc1cccc([N+](=O)[O-])c1	2	-4	-18	2.2	-11	-8	1.2	1.1	-3
CCC(C(=O)OCC(=O)NCc1ccc2c(c1)OCO2)c1ccccc1 (centres undefined)	0	2	0	-0.2	-2	2	1	0.98	2
CS(=O)(=O)c1ccc(C(=O)Nc2ccccc2N2CCOCC2)c(Cl)c1	0	-1	-12	-0.9	-6	3	1.1	0.97	-2
CC1CCc2nc(/C(C#N)=C/c3ccncc3)sc2C1 (centres undefined)	-4	0	3	3.0	-2	-4	0.97	1	-4
CSc1ccc(CN2CCc3c([nH]c4ccccc34)C2)cc1	-2	2	4	1.9	-10	2	0.96	0.98	-4
Cc1cccc(NC(=O)NCC(c2ccc(F)cc2)N2CCN(C)CC2)c1 (centres undefined)	6	-1	-48	-2.6	-3	-11	1.5	1.1	-5
CC(=O)N1c2ccc3ccccc3c2C(C)CC12CCCCC2 (centres undefined)	-1	-3	4	40	-3	1	0.96	0.99	-3
COc1ccc(OC)c(NCc2nnc(-c3ccccc3)o2)c1	-3	-7	11	-0.1	-1	-2	0.89	1	-1
CCCN1C(=O)/C(=C/c2ccc(OCc3ccc(C(=O)O)cc3)c(OC)c2)NC1=S	-14	-1	-6	4.3	-6	23	1.1	0.77	-3
COc1ccc(-c2cn(CCO)c(-c3ccc(Cl)nc3)n2)cc1	3	-1	-1	-0.7	-6	4	1	0.96	2
c1ccc(CCNc2ncnc3ccccc23)cc1	1	-3	-1	96*	-4	10	1	0.9	-6
O=C(CCNS(=O)(=O)c1ccccc1C(F)(F)F)NNC(=O)c1csc(N2CCOCC2)n1	-1	1	-107	-1.5	-8	21	2.1*	0.79	-3
CSCCC(NC(=O)c1cccc([N+](=O)[O-])c1)c1nc2ccccc2[nH]1 (centres undefined)	-9	-4	15	6.0	-6	2	0.85	0.98	0
CCC1Sc2ccc(S(=O)(=O)CCC(=O)Nc3ccc(NC(C)=O)cc3)cc2NC1=O (centres undefined)	-1	0	-7	-2.7	-2	4	1.1	0.96	2
COCc1c(C(=O)Nc2ccc(Cl)cc2F)oc2ccccc12	3	5	-3	0.6	-5	0	1	1	-2
COc1cc(CNC(=O)c2nc(Cn3nc(C)c(Br)c3C)no2)cc(OC)c1	1	5	0	0.8	-6	-4	1	1	1
CC1CN(C(=O)CN2C(=O)NC3(CCCCCCC3)C2=O)CC(C)O1 (centres undefined)	0	-4	-6	-0.6	-7	4	1.1	0.96	0
COc1cc(OC)c2c(C)cc(=O)oc2c1	0	-5	10	-0.5	-4	-11	0.9	1.1	4
Remaining list, next part:
SMILES	GRIN3A LBD mod	A3A deaminase	hIAP inh	MPTP inh	A3G deaminase	mIAP block	hIAP act	mIAP activ	MIN6 prolif
O=C(C[C@@H]1C/C=C/CC[C@@H](Cc2ccc(F)cc2)C(=O)OCCNC1=O)N[C@H](CO)Cc1ccccc1	-4	3	-4	-1.4	13	-5	1	1.1	1
C[C@H](NC(=O)C1CCN(S(=O)(=O)c2ccccc2)CC1)C(=O)NCc1cccc(C(F)(F)F)c1	-2	-3	3	0.7	-4	-3	0.97	1	-2
O=C(NCc1nnc(SCC(=O)N2CCCCC2)o1)c1ccc(F)cc1	2	0	-8	-0.4	-3	-2	1.1	1	1
COc1ccccc1NS(=O)(=O)c1ccc(O)c(C(N)=O)c1	1	-3	9	0.1	-2	3	0.91	0.97	1
COc1ccc(CC(=O)NNS(=O)(=O)c2ccc(F)cc2)cc1	-2	-6	15	-1.2	-8	-2	0.85	1	0
COc1ccc(N(C(=O)CNC(=O)c2cccs2)C(C(=O)NCC2CCCO2)c2ccccc2)cc1OC (centres undefined)	2	-1	-20	-0.3	-1	-7	1.2	1.1	-2
Cn1c(C(=O)N2CCCC(C(=O)c3ccc(C(F)(F)F)cc3)C2)cc(=O)n(C)c1=O (centres undefined)	0	-1	16	0.3	-2	-4	0.84	1	-4
CSc1ccccc1NC(=O)CSCc1nc2sc(C)c(C)c2c(=O)[nH]1	2	-5	19	-0.5	-12	16	0.81	0.84	1
COc1ccc(C2CC(c3ccc(Cl)cc3)n3nc(N)nc3N2)cc1 (centres undefined)	0	1	-12	-3.1	0	9	1.1	0.91	3
C#CCOCCOCCOCCNc1nc(N2CCN(C(=O)[C@H](CCCCN)n3cc([C@@H](N)[C@H](C)CC)nn3)CC2)nc(N2CCN(C(=O)[C@H](CCCCN)n3cc([C@@H](N)CC(N)=O)nn3)CC2)n1	4	1	-8	0.9	-1	-3	1.1	1	-2
CC1(C)Oc2ccc3ccc(=O)oc3c2C[C@H]1O[C@@H]1O[C@H](CO)[C@@H](O)[C@H](O)[C@H]1O	-4	0	0	-2.7	-6	-3	1	1	-3
N#Cc1c(N)n(CCc2ccc(F)cc2)c2nc3ccccc3nc12	-3	-1	-8	2.9	-7	-20	1.1	1.2	-6
O=C(N/N=C/c1c[nH]c2ccccc12)c1cc(-c2cccc3ccccc23)n[nH]1	10	-2	-24	0.4	-2	-12	1.2	1.1	-6
O=C(OCC(=O)c1c[nH]c2ccccc12)c1ccc(Br)o1	-7	1	19	-1.3	-6	0	0.81	1	4
Cc1ccc(-n2nc3c(c2NC(=O)C(C)(C)C)CSC3)c(C)c1	-20	-2	-22	0.3	-1	-1	1.2	1	0
O=C(CCCOc1ccc(Cl)cc1Cl)N1CCN(c2ccccn2)CC1	3	-6	-12	-1.5	-6	-1	1.1	1	-3
O=C(/C=C1\SC(=O)N(CC(=O)Nc2ccc(F)cc2)C1=O)Nc1ccc(Cl)cc1	27*	-1	5	-1.0	-4	9	0.95	0.91	-3
COc1ccc(C(=O)CSc2nnc3ccc(-c4ccccn4)nn23)cc1	0	-7	7	2.2	-4	-3	0.93	1	-1
O=C(O)c1cc2cc(F)ccc2[nH]1	3	0	0	0.8	-6	-7	1	1.1	-4
COc1ccc(N2CCN(C(=O)CSc3nnc4c5cc(C)ccc5n(C)c4n3)CC2)cc1	1	5	-160	1.3	-2	7	2.6*	0.93	-2
COc1ccc(-c2nnn(CCC(=O)O)n2)cc1	-1	2	0	-0.2	-4	-1	0.99	1	-1
COc1cc2c(cc1OC)C(c1cccc([N+](=O)[O-])c1)N(C(=O)c1ccccc1C(=O)O)CC2 (centres undefined)	4	-1	-18	-0.7	-7	2	1.2	0.98	1
O=[N+]([O-])c1ccc(N2CCCCC2)cc1SCCO	2	4	22	1.2	-7	7	0.79	0.93	-3
CCc1ccc(-c2cc3c(=O)n(CC(=O)NCCN4CCCCC4C)nc(C)n3n2)cc1 (centres undefined)	-1	-3	-22	-0.6	-5	-8	1.2	1.1	-8
COC(=O)c1cc(C#N)c(NCc2ccc(Cl)cc2Cl)nc1C	0	-1	10	1.7	-4	6	0.9	0.94	-3

In a second layout: entries from further up
Values run as follows: GRIN3A LBD mod | A3A deaminase | hIAP inh | MPTP inh | A3G deaminase | mIAP block | hIAP act | mIAP activ | MIN6 prolif
COc1ccc(-c2nnn(CCC(=O)O)n2)cc1
  -1 | 2 | 0 | -0.2 | -4 | -1 | 0.99 | 1 | -1
COc1cc2c(cc1OC)C(c1cccc([N+](=O)[O-])c1)N(C(=O)c1ccccc1C(=O)O)CC2 (centres undefined)
  4 | -1 | -18 | -0.7 | -7 | 2 | 1.2 | 0.98 | 1
O=[N+]([O-])c1ccc(N2CCCCC2)cc1SCCO
  2 | 4 | 22 | 1.2 | -7 | 7 | 0.79 | 0.93 | -3
CCc1ccc(-c2cc3c(=O)n(CC(=O)NCCN4CCCCC4C)nc(C)n3n2)cc1 (centres undefined)
  -1 | -3 | -22 | -0.6 | -5 | -8 | 1.2 | 1.1 | -8

Going on with the list.
SMILES	GRIN3A LBD mod	A3A deaminase	hIAP inh	MPTP inh	A3G deaminase	mIAP block	hIAP act	mIAP activ	MIN6 prolif
Cc1ccc(CCNC(=O)C2CCCN(S(=O)(=O)N3CC(C)CC(C)C3)C2)cc1 (centres undefined)	0	2	-28	-0.4	0	-13	1.3	1.1	-2
CN(C)c1nc(NCc2ccccc2)nc(N/N=C/c2ccccc2F)n1	/	5	2	/	-3	-4	0.98	1	-2
O=C(Oc1cccc2ccccc12)C1CC1	-1	0	7	0.3	-4	0	0.93	1	-3
COc1cc(S(=O)(=O)N2CCOCC2)cc(C(=O)NCC(c2cccs2)N2CCOCC2)c1OC (centres undefined)	2	-3	6	-2.6	-4	8	0.94	0.93	-4
COc1ccc(-c2ccc(CCC(=O)O)n2NC(N)=O)cc1	-2	4	2	2.5	5	4	0.98	0.96	1
Cn1ccnc1SCC(=O)c1cc2ccccc2o1	-2	1	2	-0.5	7	20	0.98	0.8	-4
Cc1nc2cc(N3CCCCC3)c(NC(=O)c3cccnc3)cc2c(=O)n1Cc1ccccc1	0	-1	5	-1.1	-3	5	0.95	0.95	-2
O=C(O)c1ccccc1-c1nc2ccccc2[nH]1	0	0	5	-1.4	-4	-2	0.95	1	-5
CCC(=O)N(CCC(c1ccco1)C(C)C)Cc1ccccc1 (centres undefined)	1	-5	-3	4.5	-6	2	1	0.98	-1
COC(=O)Nc1ccc(S(=O)(=O)N2CCCC(C(=O)N3CCCCCC3)C2)cc1 (centres undefined)	-1	-2	-20	0.0	18	-14	1.2	1.1	0
O=C(COC(=O)C1CC2C=CC1C2)NCc1ccco1 (centres undefined)	0	58	-6	-5.9	33	1	1.1	0.99	-1
Cc1nn(C(C)C(=O)O)c(C)c1[N+](=O)[O-] (centres undefined)	-1	-3	-4	-0.8	-6	3	1	0.97	-2
O=C(Nc1ccc(C(=O)NCc2ccc(F)cc2)cc1)C1=CSCCO1	-5	-5	2	0.2	-3	7	0.98	0.93	-1
O=S(=O)(c1ccc(OCC(O)CN2CCN(c3ccc(F)cc3)CC2)cc1)N1CCOCC1 (centres undefined)	1	-5	-3	-0.7	-8	-8	1	1.1	-4
CCc1ccc(CN(C)C(=O)c2cccc(S(=O)(=O)Nc3ccccc3OC)c2)cc1	-3	-5	-13	-1.0	-10	2	1.1	0.98	-3
COC(=O)Cn1c(=NC(=O)c2ccc(OC)c(OC)c2)sc2cc(OC)ccc21	-1	-3	5	1.8	-8	0	0.95	0.99	0
O=C(Cn1cccc(C(F)(F)F)c1=O)c1ccc(Cl)cc1	0	-5	-4	0.1	-5	0	1	1	-1
O=C(O)CCC1COc2ccccc2O1 (centres undefined)	-2	0	-11	0.8	-3	-1	1.1	1	1
c1ccc(COc2ccccc2CNC2CCCC2)cc1	1	-2	-27	-0.8	-9	17	1.3	0.83	-1

Screens: PubChem BioAssay, Sanford-Burnham Center for Chemical Genomics
